Compound activity from PubChem.
GIRK2 activator = Activates human GIRK2-containing potassium channels | HEK293 GIRK2/NPY4 cells, thallium flux fluorescence | activation (% efficacy), % for hits at 37.5 µM | 34,000 tested, under 10 active | AID 1259324;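 active means primary screen hit, no activity in plain HEK293 cells, and in GIRK2-only cells above 5% efficacy rising with concentration; inactive means the rest, including fluorescent compounds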;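 further: efficacy is normalized control-subtracted fluorescence 15 s after thallium addition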
Target sequence (P48051 whole entry, looked up): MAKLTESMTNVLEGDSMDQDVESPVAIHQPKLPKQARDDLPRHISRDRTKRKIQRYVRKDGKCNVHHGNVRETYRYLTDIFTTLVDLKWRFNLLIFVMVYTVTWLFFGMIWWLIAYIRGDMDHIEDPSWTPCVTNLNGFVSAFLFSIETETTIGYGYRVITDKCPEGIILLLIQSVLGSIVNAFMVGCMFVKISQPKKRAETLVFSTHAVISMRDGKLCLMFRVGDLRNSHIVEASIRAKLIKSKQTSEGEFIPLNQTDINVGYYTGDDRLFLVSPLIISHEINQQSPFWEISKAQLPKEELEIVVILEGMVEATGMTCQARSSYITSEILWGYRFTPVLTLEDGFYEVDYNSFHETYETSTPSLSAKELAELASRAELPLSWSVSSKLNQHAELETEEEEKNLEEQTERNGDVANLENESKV
Calls only; i = inactive. Not all compounds are listed; count on the stated rates, not on these rows.

Structure,GIRK2 activator
CC(=O)Nc1ccc(S(=O)(=O)N2CCOC(c3ccccc3)C2)cc1 (stereo not given),i
Cc1ccnc(Nc2ccc(N3CCN(C(=O)/C=C/c4ccccc4)CC3)nn2)c1,i
CC1(C)C(=O)NCCN1C(=O)Cc1ccc(S(C)(=O)=O)cc1,i
Cc1cc(C(=O)Nc2cccc(-c3ccc(=O)n(C)n3)c2)ccc1[N+](=O)[O-],i
COc1cc(C(=O)NCC(c2cccn2C)N2CCOCC2)cc(OC)c1OC (stereo not given),i
CCOc1ccc(NC(=O)Cn2cc(OC)c(=O)cc2CSc2nccc(C)n2)cc1,i
CC(C)Sc1ccc(CC(=O)N2CC3CC2C(=O)O3)cc1 (stereo not given),i
CC(C)Oc1ccc(C(=O)Nc2ccc(-n3nnn(CC(N)=O)c3=O)cc2)cc1,i
CCCN1C(=O)NC2(CCN(C(=O)c3ccccc3)CC2)C1=O,i
CCN(c1ccccc1)S(=O)(=O)c1ccc(C(=O)Nc2ccc3scnc3c2)cc1,i
O=C(Cn1cnc(-c2ccc(F)cc2)cc1=O)NCc1ccccc1,i
CC1CCc2cc(F)ccc2N1C(=O)Cc1cc(-c2ccc3c(c2)OCO3)on1 (stereo not given),i
CCCOc1ccc(N2CCN(C(=O)COc3ccc4ccccc4c3)CC2)nn1,i
O=C(Cn1cnc(-c2cccs2)cc1=O)NCCOc1ccc(-c2ccco2)nn1,i
Cc1ccc(NC(=O)Cn2c(=O)c(CNc3ccccc3)cc3cc4c(cc32)OCCO4)c(Cl)c1,i
CCc1ccc(OC)c(S(=O)(=O)NCC(c2cccn2C)N2CCOCC2)c1 (stereo not given),i
COc1cc([N+](=O)[O-])cc2sc(NC(=O)CCCS(=O)(=O)c3ccccc3)nc12,i
N#Cc1ccc(C(=O)NCCC(O)c2cccs2)cc1 (stereo not given),i
CCOc1ccc2ccccc2c1C(=O)NNC(=O)c1ccc(=O)n(Cc2ccccc2)c1,i
Cn1c(=O)c2c(nc(N)n2CC(=O)O)n(C)c1=O,i
O=C(NCC1CCN(C(=O)c2ccccc2F)CC1)C(=O)Nc1cccnc1,i
CN1C(=O)N(C)C2(CCN(S(=O)(=O)c3cccs3)CC2)C1=O,i
O=C(c1nc2ccccc2s1)N(CCc1cccs1)Cc1cccnc1,i
COc1ccc(C2(CNS(=O)(=O)c3c(C)n[nH]c3C)CCCC2)cc1,i

The final six compounds of the section above lead into the next.
Structure,GIRK2 activator
CCOc1ccc2ccccc2c1C(=O)NNC(=O)c1ccc(=O)n(Cc2ccccc2)c1,i
Cn1c(=O)c2c(nc(N)n2CC(=O)O)n(C)c1=O,i
O=C(NCC1CCN(C(=O)c2ccccc2F)CC1)C(=O)Nc1cccnc1,i
CN1C(=O)N(C)C2(CCN(S(=O)(=O)c3cccs3)CC2)C1=O,i
O=C(c1nc2ccccc2s1)N(CCc1cccs1)Cc1cccnc1,i
COc1ccc(C2(CNS(=O)(=O)c3c(C)n[nH]c3C)CCCC2)cc1,i
CSc1ncccc1C(=O)Nc1ccc2c(c1)N(C(=O)C1CC1)CC2,i
CN1CC(NC(=O)CSc2nnnn2C)CC1=O (stereo not given),i
CCOCCn1c(-n2nc(C)cc2C)nc2c1c(=O)n(CCOC)c(=O)n2C,i
CCc1ccc(OCCS(=O)(=O)NCc2ccc(Cl)cc2)cc1,i
Cc1ccc(S(=O)(=O)NCC(=O)N2CCOC(c3ccccc3)C2)c(C)c1 (stereo not given),i
O=C(NCC#CCN1CCc2ccccc2C1)c1cccc2ccccc12,i
O=C(NCC1CCN(C(=O)c2ccccc2F)CC1)c1ccc(Cl)s1,i
NC(=O)C1CCN(S(=O)(=O)c2ccc(C(=O)NCCC3=CCCCC3)o2)CC1,i
COc1cccc(NC(=O)Nc2ccc3c(c2)CC(=O)N3)c1OC,i
O=C1NC(=O)C2(CCN(S(=O)(=O)c3ccc4cccc5c4c3CC5)CC2)N1,i
COCCNC(=O)CN1CCN(c2nccn2-c2cccc(Cl)c2)CC1,i
Cc1cc(C)n2ncc(C(=O)O)c2n1,i
O=C(Cc1cc(-c2ccccc2)on1)NCCN1CCOCC1,i
COc1ccc(S(=O)(=O)Nc2cc3c4c(c2)CC(=O)N4CCC3)cc1,i
O=C(NCCn1nc(-n2cccn2)ccc1=O)c1ccc(Br)o1,i
CC(NC(=O)Cc1nnc(-c2ccccn2)o1)c1ccccc1 (stereo not given),i
CC(=O)Nc1ccc(SCC(=O)N(C(C)C)C(C)C)nn1,i
O=S(=O)(c1ccc(Br)cc1)N1CCN(CCn2cccn2)CC1,i
O=C(Nc1ccc2c(c1)OCO2)C1CCN(c2ccc(-c3ccc(Cl)cc3)nn2)CC1,i
COc1ccc(NC(=O)C(=O)NCC2(O)CCOCC2)cc1,i
Cn1c(-c2ccccn2)nn(CCNC(=O)CCn2cnc3ccccc3c2=O)c1=O,i
CC1(C)COCN1C(=O)c1ccc(N2CCC(Cc3ccccc3)CC2)nn1,i
CSc1ccccc1NC(=O)Cc1csc(-n2cccc2)n1,i
COc1ccc(CCNC(=O)c2ccc(Br)cc2)cc1,i

Part of the list above, with each value named:
CC1(C)COCN1C(=O)c1ccc(N2CCC(Cc3ccccc3)CC2)nn1
  GIRK2 activator: i
CSc1ccccc1NC(=O)Cc1csc(-n2cccc2)n1
  GIRK2 activator: i
COc1ccc(CCNC(=O)c2ccc(Br)cc2)cc1
  GIRK2 activator: i

(continued)
Structure,GIRK2 activator
O=C(CCc1ccccc1)NCC1CCN(Cc2cccs2)CC1,i
CC(O)(CNC(=O)Cc1cccs1)c1ccc2c(c1)OCO2 (stereo not given),i
Cc1cc(C)n(CCNC(=O)c2nc(-c3cnccn3)no2)n1,i
CC(C)c1c(C(=O)NCc2ccccc2)nnn1-c1ccccc1,i
COc1ccc(Cl)cc1C(=O)NCCCn1nc(-c2ccc(F)cc2)ccc1=O,i
O=C(NCC1CCN(C(=O)c2cc3ccccc3o2)CC1)Nc1c(F)cccc1F,i
CCNC(=O)C1CCN(c2cc(SCC(=O)Nc3cc(C)ccc3C)ncn2)CC1,i
COc1cccc(NS(=O)(=O)c2ccc3nncn3c2)c1,i
COCCn1nnn(-c2ccc(NC(=O)NC3CCCCC3)cc2)c1=O,i
CC(=O)Nc1ccc(NC(=O)c2n[nH]c3ccccc23)cc1,i
O=C(Cc1nnc(-c2cccs2)o1)NCc1ccc(F)cc1Cl,i
Cc1ccccc1C(=O)N1CCN(CCNC(=O)c2ccsc2)CC1,i
O=C(CNC(=O)C1Cc2ccc(Cl)cc2C(=O)O1)c1cccs1 (stereo not given),i
Cc1cc(-c2nnc(NC(=O)Cc3cccs3)o2)nn1C,i
COc1cc([N+](=O)[O-])cc2sc(NC(=O)c3ccno3)nc12,i
Cc1ccc(CNC(=O)CSc2nc(=O)n(CC3CCCO3)c3c2CCC3)cc1 (stereo not given),i
COc1ccc(CCC(=O)NCC(=O)N2CCOC(c3ccccc3)C2)cc1 (stereo not given),i
CCOc1ccccc1NC(=O)N1CCN(CCNC(=O)c2ccc3c(c2)OCO3)CC1,i
Cc1ccc(S(=O)(=O)NCC2COC3(CCCCC3)O2)cc1 (stereo not given),i
O=C(CCCSc1ccc(NC(=O)C2CC2)nn1)NCc1cccs1,i
COc1ccc(-c2cc(CC(=O)NCc3cccc(OC)c3)no2)cc1,i
CSc1ccc(NC(=O)c2cccc(F)c2)nn1,i
O=C(NCCn1nc(-c2cccs2)ccc1=O)Nc1ccccc1F,i
CCc1ccc(C(=O)N2CCC3(CC2)NC(=O)N(Cc2ccc(Cl)cc2)C3=O)cc1,i
CCn1nnc2c(N3CCN(CC(=O)NC4CC4)CC3)ncnc21,i
O=C(Nc1cccc(C(F)(F)F)c1)c1ccc(=O)n(Cc2ccc(C(F)(F)F)cc2)c1,i
COc1ccc2cc(C(=O)NCC#CCN3CCc4ccccc4C3)[nH]c2c1,i
COc1ccccc1-c1cnn2c(N3CCCCC3)cc(C)nc12,i
O=C(NCC(=O)N1CCOC(c2ccccc2)C1)C(=O)NC1CCCCC1 (stereo not given),i
COC(=O)c1ccc2c(=O)n(CCCC(=O)NCc3ccc(OC)cc3)c(=S)[nH]c2c1,i
CCc1nnc(-c2ccc(NC(=O)C3CC(=O)N(c4ccc(Cl)cc4)C3)cc2)o1 (stereo not given),i
COC(=O)c1ccc(NC(=O)C(=O)NCCOc2ccc(F)cc2)cc1,i
c1ccc(CCSc2nnc(-c3cccs3)o2)cc1,i
O=C(NCCOc1ccc2nnc(-c3ccc(F)cc3)n2n1)c1ccc(F)c(F)c1,i
CCOc1ccc(C(=O)Nc2nnc(Cc3cccs3)o2)cc1,i
O=C(NCC1CCN(Cc2ccccc2)CC1)C(=O)Nc1cccc(C(F)(F)F)c1,i
COc1ccc(S(=O)(=O)Nc2cc(-c3ccco3)nn2C2CCS(=O)(=O)C2)cc1 (stereo not given),i
CNS(=O)(=O)c1ccc(C(=O)Nc2ccccc2F)o1,i
Cc1ccc2c(c1)sc(=NC(=O)c1ccnn1C)n2C,i
COc1ccc(CCNC(=O)Cc2cc(-c3cccs3)on2)cc1,i
O=C(COc1cc(Cl)c(Cl)cc1Cl)N/N=C\c1cc2c(cc1[N+](=O)[O-])OCO2,i
CC1CCc2cc(F)ccc2N1C(=O)c1ccc(=O)n(Cc2cccc([N+](=O)[O-])c2)c1 (stereo not given),i
Cc1nc(NCCNC(=O)Nc2ccc(C)c(F)c2)cc(-n2cccn2)n1,i
COC(=O)Cn1c(CNC(=O)c2ccco2)nc2ccccc21,i
COc1ccccc1-n1nnnc1SCC(=O)Nc1ccc(C(=O)O)cc1,i
COc1ccccc1Cc1noc(C2CN(Cc3ccc(C(F)(F)F)cc3)C2)n1,i
Cc1cc(=O)n(CC(=O)N2CCN(Cc3ccccc3)CC2)cn1,i
CCOC(=O)Nc1nc2ccc(OC)cc2s1,i
FC(F)(F)c1ccc(CSc2ccc(-c3ccc4c(c3)OCO4)nn2)cc1,i
O=C(/C=C/c1ccccc1)NCCNc1ccc(Nc2ccncc2)nn1,i
COc1cn(CC(=O)Nc2cccc(Cl)c2)c(CSc2nnc(C)s2)cc1=O,i
CC(=O)c1ccc(S(=O)(=O)N(Cc2ccsc2)Cc2ccccn2)cc1,i
O=C(CCN1C(=O)c2ccccc2S1(=O)=O)Nc1ccc2c(c1)OCO2,i
O=C(NCC1CCN(C(=O)c2ccccc2F)CC1)c1ccsc1,i
O=S(=O)(CCc1ccccc1)NCCCN1CCOC(c2ccccc2)C1 (stereo not given),i
CCOc1cc(C)c(C)cc1S(=O)(=O)N1CCN(CCO)CC1,i
O=C(Cc1cc(-c2cccs2)on1)Nc1ccon1,i
O=C(Cn1nc(C(=O)Nc2ccccc2)ccc1=O)Nc1cccc(F)c1,i
O=C(CCCn1nc(-c2cccs2)ccc1=O)Nc1cccc(Cl)c1,i
O=C(/C=C/c1cccs1)Nc1nnc(Cc2cccs2)o1,i

Other compounds.
Structure,GIRK2 activator
CC(=O)Nc1sccc1-c1nc2ccccc2s1,i
COc1ccc(OC)c(Nc2nc(CC(=O)Nc3cccc(C)c3C)cs2)c1,i
COc1ccc(NC(=O)c2ccc(=O)n(Cc3cccc([N+](=O)[O-])c3)c2)cc1OC,i
CCOc1ccc2c(c1)sc(=NC(=O)c1ccc(S(=O)(=O)C(C)C)cc1)n2CCOC,i
CC1C(=O)NCCN1C(=O)c1ccc(S(=O)(=O)N(C)C)cc1 (stereo not given),i
COc1ccc(S(=O)(=O)c2cnc(SCC(=O)Nc3ccc(Cl)cc3)[nH]c2=O)cc1,i
COc1ccc(CCNC(=O)NCC(O)c2cccn2C)cc1 (stereo not given),i
CN(C)S(=O)(=O)c1ccc(C(=O)NCC2CCN(S(=O)(=O)C3CC3)CC2)cc1,i
CC(C)n1nccc1-c1nnc(NC(=O)C2COc3ccccc3O2)o1 (stereo not given),i
CC1Oc2ccccc2OC1C(=O)NCc1nn(C)c(=O)c2ccccc12 (stereo not given),i
O=C(NCc1ccc2c(c1)OCO2)c1ccc2c(=O)nc3c(-c4ccc(Cl)cc4)n[nH]n3c2c1,i
CC(=O)N1CCc2ccc(NC(=O)Nc3ccccc3Cl)cc2C1,i
O=C(NCCOc1ccc(-c2cccs2)nn1)C1c2ccccc2Oc2ccccc21,i
Cc1cc(C(=O)N2CC(C(=O)NCC(N)=O)C2)no1,i
COc1cc(NC(=O)Cc2ccc(F)cc2)ccc1N1CCCC1=O,i
O=C(NC1CCCCC1N1C(=O)CSC1=O)c1ccc([N+](=O)[O-])o1 (stereo not given),i
Cn1cccc(C(=O)NCC2CCN(S(=O)(=O)C3CC3)CC2)c1=O,i
Cc1nn(C2CCS(=O)(=O)C2)c2nc(-c3ccc(F)cc3)cc(C(=O)Nc3ccccc3F)c12 (stereo not given),i
Cn1nnc2c(N3CCN(C(=O)c4ccccc4C(F)(F)F)CC3)ncnc21,i
O=S(=O)(c1ccccc1)c1nc(-c2cccs2)oc1NCCN1CCOCC1,i
COc1ccc2c(c1)CCN(C(=O)c1cc(-c3ccco3)n(C3CCS(=O)(=O)C3)n1)C2 (stereo not given),i
Cc1cnc2c(c1SCC(=O)N1CCC(Cc3ccccc3)CC1)c(=O)n(C)c(=O)n2C,i
COCCN1CCC(CNC(=O)CCc2ccc(OC)cc2)CC1,i
Cc1cccc(NC(=O)CSc2ccc(NC(=O)C(C)C)nn2)c1C,i
